Bioassay records: PubChem, several laboratories
Exocytosis inh = blocks lytic granule exocytosis; TALL-104 LAMP-1 surface exposure, flow cytometry; cells stimulated with thapsigargin and PMA; inhibition, % at 10 µM; 0.66% of 360,000 active;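 active = inhibition above about 55%, limit read from the data; inconclusive = no clear call, values can overlap the other calls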
aDG glyco up = increases alpha dystroglycan glycosylation; Pro5-aDG cells, alpha-DG glycosylation AlphaScreen (IIH6); 0% Pro5, 100% B10-LARGE cell signal; AID 624168; activation, % at 10 µM; 0.22% of 360,000 active;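 active = activation of at least 8% versus controls, or a plate z-score of at least 8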;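 also: Pro5 are CHO cells carrying HIG-tagged alpha-DG that lacks glycosylation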
MC4R antag cAMP = human MC4R antagonism in cAMP assay; P32245; inhibition, % at 6.5 µM; 0.48% of 360,000 active; MC4R-expressing cells, MTII-stimulated cAMP, LANCE TR-FRET;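 active = inhibition above its plate's cutoff, the mean of tested wells on that plate plus 3 SD, cut at about 29% in these data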;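 also: 0% = Melanotan II alone and 100% = Melanotan II plus saturating MCL0020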
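Test system: U2OS cells stably expressing human melanocortin 4 receptor (MC4R); also added: Melanotan II challenge; compound: 6.5 µM single dose; timing: 30-min compound preincubation, 1-h Melanotan II challenge, 1-h detection, room temperature; signal: Eu-cAMP/anti-cAMP TR-FRET, emission 671 nm; repeats: one well per compound, no replicates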
Vif imaging = blocks HIV Vif function | HEK293T cells, Vif self-association by quenched fluorescence, imaging, 24 h | inhibition, % at 7.49 µM | 0.35% of 340,000 active; in the data active = inhibition above about 50%, passing the limit was not always enough; inconclusive = no clear call, values can overlap the other calls; inactive = below about 31%; also: some results filed as inactive read as strong as hits
NOD2-RIPK2 inh = inhibitors of human NOD2-RIPK2 interaction | CHO BLA complementation NOD2-RIPK2, CCF4 ratio | inhibition, % at 4.98 µM | 0.38% of 360,000 active; in the data active = inhibition above about 21%;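 also: 0% = vehicle only and 100% = reference blocker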
Glyco luc inh = blocks N-linked glycosylation in D54 reporter cells; D54 ERlucT glycosylation luciferase reporter, 24 h; percent of 100 nM tunicamycin response; reporter increase, % at 12.5 µM; 0.23% of 360,000 active; AID 588692;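 active = mean luciferase reporter signal, scaled so untreated is 0 and the glycosylation-blocking control 100, at or above a set limit in every replicate; inconclusive = mean reaches the limit but not every replicate does; inactive = mean below the limit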;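 also: luciferase carries N-glycosylation sites so blocking glycosylation raises the light; 0% = median of neutral control wells and 100% = median of 100 nM tunicamycin wells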
TLR9-MyD88 inh = TLR9-MyD88 interaction inhibition; Q9NR96+Q99836; inhibition, % at 4.98 µM; 0.21% of 340,000 active; CHO BLA complementation TLR9-MyD88, CCF4 FRET ratio;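 active = inhibition above the mean over all tested compounds plus 3 SD, cut at about 21% in these data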;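 also: 0% = DMSO only wells and 100% = clavulanate BLA inhibitor control wells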
ABHD5 PLIN5 PPI = blocks binding of human ABHD5 to perilipin-5 | Q00G26+Q8WTS1 | Split G. princeps luciferase complementation, luminescence, 4 h | inhibition, % at 4 µM | 0.78% of 360,000 active | AID 602281;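 active = inhibition above the mean inhibition across every tested compound plus 3 SD, cut at about 22% in these data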;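 also: 0% = DMSO only wells and the 100% control is not disclosed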
Target sequence (Q00G26 whole entry, looked up): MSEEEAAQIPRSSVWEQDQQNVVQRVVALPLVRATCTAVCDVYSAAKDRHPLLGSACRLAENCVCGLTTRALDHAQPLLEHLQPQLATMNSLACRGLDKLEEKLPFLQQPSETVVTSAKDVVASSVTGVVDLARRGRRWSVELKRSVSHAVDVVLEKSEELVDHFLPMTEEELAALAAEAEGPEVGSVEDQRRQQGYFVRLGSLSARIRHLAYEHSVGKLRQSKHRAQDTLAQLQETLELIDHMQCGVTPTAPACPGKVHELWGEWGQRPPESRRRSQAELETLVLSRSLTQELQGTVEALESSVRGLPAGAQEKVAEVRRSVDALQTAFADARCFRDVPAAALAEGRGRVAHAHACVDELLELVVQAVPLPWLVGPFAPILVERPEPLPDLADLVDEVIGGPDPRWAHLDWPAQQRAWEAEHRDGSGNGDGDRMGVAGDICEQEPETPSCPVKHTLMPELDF
Target sequence (Q8WTS1 whole entry, looked up): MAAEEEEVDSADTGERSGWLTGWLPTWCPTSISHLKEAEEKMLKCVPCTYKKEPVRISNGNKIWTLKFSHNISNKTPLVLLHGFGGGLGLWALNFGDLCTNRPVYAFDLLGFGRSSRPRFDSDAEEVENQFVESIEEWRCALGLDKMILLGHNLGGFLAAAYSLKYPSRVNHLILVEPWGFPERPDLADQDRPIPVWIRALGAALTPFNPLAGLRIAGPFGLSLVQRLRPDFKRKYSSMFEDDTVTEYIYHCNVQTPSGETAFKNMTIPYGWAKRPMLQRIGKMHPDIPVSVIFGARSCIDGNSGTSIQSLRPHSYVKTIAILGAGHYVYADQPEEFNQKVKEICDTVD
MC4R ag barr = activates human MC4R beta-arrestin recruitment; U2OS MC4R beta-arrestin complementation, luminescence; percent of melanotan II response, DMSO zero; 0.98% of 360,000 active; activation, % at 8.9 µM; AID 540308; P32245;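 active = activation above a per-plate cutoff, the mean activation of sample wells on that plate plus 3 SD, cut at about 8% in these data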
ABCB6 inh MLPCN = human ABCB6 transporter inhibition; Q9NP58; K562-ABCB6 porphyrin accumulation, flow cytometry, 1 h; active compounds read low; fluorescence ratio to DMSO, % at 10 µM; 0.19% of 360,000 active; AID 602162;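 active = fluorescence ratio to DMSO below 75%, the collection mean minus 3 SD; inconclusive = too few cells collected in the well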;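 also: signal is porphyrin accumulated inside mitochondria; 100% equals median channel fluorescence of DMSO control wells; lower ratio means ABCB6 inhibition with less porphyrin fluorescence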
* hit, by the source's call; ? = inconclusive; / = no result given. An excerpt; rates above refer to the full screens.

SMILES	Exocytosis inh	aDG glyco up	MC4R antag cAMP	Vif imaging	NOD2-RIPK2 inh	Glyco luc inh	TLR9-MyD88 inh	ABHD5 PLIN5 PPI	MC4R ag barr	ABCB6 inh MLPCN
CC(C)c1ccccc1NC(=S)NCc1ccccc1F	-1	1.8	0	0	-8	-3	5	-14	-1.9	105
CC(C)Oc1cc(NC(=O)CSCC(=O)Nc2cccc(C(F)(F)F)c2)c(Cl)cc1Cl	4	-0.1	-1	-9	9	1	11	-4	0.9	97
CN(CC(=O)N1CCN(c2ccc(F)cc2)CC1)S(=O)(=O)c1ccc2c(c1)c(=O)n(C)c(=O)n2C	-2	0.3	0	/	-4	-1	6	2	-4.0	96
CCC1(c2ccccc2)NC(=O)N(CC(=O)NC2CCCC2)C1=O (configuration not stated)	3	0.1	12	8	-6	1	-5	-1	-1.0	101
O=C(CN1CCN(C/C=C/c2ccccc2)CC1)NC(=O)NC1CCCCC1	3	0.0	10	-1	2	-1	-5	-3	-2.6	95
Cc1ccc(/C=N/n2nnnc2N)cc1[N+](=O)[O-]	3	-0.1	-2	5	-1	1	4	-2	-0.5	100
O=C(CSc1nnc(-c2ccccc2)n1Cc1ccccc1)NC1CC1	0	-0.1	6	4	-6	2	11	-3	-1.3	103
O=C(CSc1ncn[nH]1)c1ccc(OC(F)F)cc1	4	-0.1	25	-4	-12	2	6	-3	2.5	99
Cc1c(C(=O)OCC(=O)NC(C)c2ccccc2)oc2ccccc12 (configuration not stated)	-6	-0.1	-1	-2	-10	1	3	-1	-1.0	103
COc1ccc(-c2sc3ccc(N4CCOCC4)cc3c2C#CCCO)cc1	10	-0.3	15	3	-4	8	5	13	-1.1	98
NC(=O)c1sc2nc3c(cc2c1N)CCC3	4	0.6	8	3	-2	-3	-4	0	-1.4	99
O=[N+]([O-])c1ccc(Cl)cc1Sc1nc2ccccc2o1	-4	0.0	1	?	0	11	-7	4	-0.4	98
O=C(COC(=O)C1CC2C=CC1C2)NCc1ccco1 (configuration not stated)	3	0.0	10	9	0	1	-5	8	-2.1	104
CCOc1ccc(NC(=O)CSc2nnc(Cn3cnc([N+](=O)[O-])n3)n2CC)cc1	0	0.0	3	13	18	2	4	1	-2.1	88
COc1ccc(N2CC(C(=O)Nc3ccccc3N3CCCC3)CC2=O)c(OC)c1 (configuration not stated)	-4	-0.2	-1	18	-4	19	-15	-5	-2.0	102
CN1C(=O)C2(OCC(CO)([N+](=O)[O-])CO2)c2ccccc21 (configuration not stated)	-2	0.1	0	-11	4	1	-1	4	-0.1	99
CC(C)(C)NC(=O)CSc1nnc(-c2ccncc2)o1	1	0.2	2	-1	-6	0	5	9	5.5	97
NS(=O)(=O)c1ccc(NC(=O)Nc2ccc3c(c2)OCO3)cc1	-2	-0.2	5	/	-7	0	-16	2	-1.8	97
Cc1onc(-c2ccccc2)c1-c1nnc(COC(=O)c2ccc(F)cc2)o1	-5	-0.3	20	/	-7	1	-4	2	-0.3	102
O=S(=O)(c1ccc(SCc2c(F)cccc2Cl)nc1)N1CCCC1	-6	-0.1	7	/	-11	-1	3	-5	-1.0	94
Cc1cc(C)cc(C(=O)N2CCC(CCC(=O)NC3CC3)CC2)c1	17	0.9	3	-7	-19	2	7	12	-0.1	102
CC(CCc1ccccc1)NS(=O)(=O)c1ccccc1F (configuration not stated)	6	-0.1	-5	-12	-10	-1	-7	0	2.5	169
Cc1cc(NC(=O)c2cccnc2)ccc1NC(=O)c1ccco1	-2	0.1	-7	0	1	0	5	0	-2.0	102
Cc1cccc2cc(CN(Cc3cccnc3)C(=O)c3ccccc3F)c(Cl)nc12	-1	0.2	12	30	-2	-1	-4	6	-0.5	97
CCOc1ccc(OCC(=O)Nc2c3c(nn2C(C)(C)C)CS(=O)(=O)C3)cc1	5	7.3*	2	4	0	3	3	0	-4.3	100

Reprinted from the part before: 4 compounds; new compounds follow.
SMILES	Exocytosis inh	aDG glyco up	MC4R antag cAMP	Vif imaging	NOD2-RIPK2 inh	Glyco luc inh	TLR9-MyD88 inh	ABHD5 PLIN5 PPI	MC4R ag barr	ABCB6 inh MLPCN
CC(CCc1ccccc1)NS(=O)(=O)c1ccccc1F (configuration not stated)	6	-0.1	-5	-12	-10	-1	-7	0	2.5	169
Cc1cc(NC(=O)c2cccnc2)ccc1NC(=O)c1ccco1	-2	0.1	-7	0	1	0	5	0	-2.0	102
Cc1cccc2cc(CN(Cc3cccnc3)C(=O)c3ccccc3F)c(Cl)nc12	-1	0.2	12	30	-2	-1	-4	6	-0.5	97
CCOc1ccc(OCC(=O)Nc2c3c(nn2C(C)(C)C)CS(=O)(=O)C3)cc1	5	7.3*	2	4	0	3	3	0	-4.3	100
Cc1ccccc1NC(=O)COc1ccc2c(c1)OC(C)(C)CC2=O	-3	-0.1	0	-2	5	3	4	6	0.1	99
Cc1[nH]n(-c2ccccc2)c(=O)c1N=Nc1ccc(C(=O)O)cc1	20	-0.1	-11	/	-1	0	-7	0	-3.5	94
CCOC(=O)C1CCN(C2=NC(=O)/C(=C/c3ccc(OC)c(OC)c3)S2)CC1	-16	0.1	-2	-7	-3	0	7	6	-0.5	95
O=C(CCNC(=O)c1ccc(Br)cc1)Nc1ncccc1O	-2	-0.2	9	-2	8	1	5	-3	-4.6	98
CC(C)CNC(=O)c1ccccc1NC(=O)c1ccc(CN2CCOCC2)cc1	1	0.0	-1	-1	-14	-1	-18	1	-1.8	102
O=C1c2cccnc2C(=O)N1Cc1ccc(F)cc1	1	0.0	13	1	-4	2	-3	-10	2.4	107
O=C(NC1CCCCC1)C(c1ccnc2ccccc12)N1CCOCC1 (configuration not stated)	-2	0.1	/	3	1	2	/	-2	/	98
COC(=O)C1=C(N)Oc2cc(C)n(C)c(=O)c2C1c1ccc(Cl)c(Cl)c1 (configuration not stated)	-1	-0.1	3	-12	0	3	-8	7	-2.9	98
c1ccc(SC23CCCCN(CCC2)C32OCCO2)cc1 (configuration not stated)	-2	-0.2	/	/	-11	/	/	-9	/	95
COc1ccc(CN=C2Nc3ccccc3CS2)cc1	-5	0.9	-5	-12	-3	-5	-6	37*	-0.5	91
CCOc1ccc(C(=O)N2CCN(c3ccccn3)CC2)cc1OCC	-6	0.0	-3	-5	-1	-1	-7	-2	-1.1	96
Cc1ccc(Cl)cc1-n1ncc2c(NNC(=O)c3ccco3)ncnc21	-2	0.0	5	-5	-1	5	-4	-1	-2.6	96
COc1ccc(C)cc1NC(=O)Nc1ccncc1	1	0.0	2	-1	-2	5	-7	-6	0.7	104
O=C(CC1SC(N2CCCC2)=NC1=O)Nc1ccc(C(=O)Nc2ncccc2O)cc1 (configuration not stated)	20	-0.2	6	6	-5	14	-13	-16	-2.4	102
Cc1ccc(S(=O)(=O)NCCC(=O)OCC(=O)Nc2ccccc2Cl)cc1	-6	0.2	16	1	-17	-2	0	-3	-1.8	95
CCOc1ccc(S(=O)(=O)N2CCC(C(N)=O)CC2)c2ccccc12	1	-0.1	4	/	4	0	6	1	-2.2	79
CC(C)CCn1c(COc2ccccc2)n[nH]c1=S	-4	-0.4	6	-10	-3	2	2	-4	-1.6	94
O=C(N/N=C/c1cnc2ccccc2n1)c1cccc(F)c1	-1	-0.2	-2	-10	-14	0	-5	-3	-2.1	99
Cc1ccc(Cn2nnc3c(=O)n(CC(=O)NCC4CCCO4)cnc32)cc1 (configuration not stated)	5	0.1	7	1	-8	1	2	6	-2.2	81
C/C(=N\O)C1(C)N(O)C(C)(C)C(c2ccco2)=[N+]1[O-] (configuration not stated)	-2	0.1	4	-3	-9	0	7	5	-1.1	101
Cc1ccc(-c2c(C(=O)N/N=C/c3ccoc3)nnn2-c2nonc2N)cc1	1	0.0	0	-6	-14	-1	6	-4	-0.9	101
COc1ccc(OC)c(CCNC(=O)CCn2ccc3cc(S(=O)(=O)N4CCCC4)ccc32)c1	44	-0.1	-2	-9	7	2	-7	14	-0.2	99
O=C1Nc2cc(C(=O)NCCCN3CCOCC3)ccc2S/C1=C/c1ccccc1F	7	0.3	0	-2	-3	-4	16	10	-3.4	101
CC(C(=O)O)N1C(=O)CSC1=S (configuration not stated)	-1	0.0	-8	9	2	0	-8	-7	-0.4	100
CC(C)=CCC/C(C)=C/CN(CC(C)O)CC(C)O (configuration not stated)	1	0.0	5	9	-5	0	-1	-1	-1.6	99
Following part
SMILES	Exocytosis inh	aDG glyco up	MC4R antag cAMP	Vif imaging	NOD2-RIPK2 inh	Glyco luc inh	TLR9-MyD88 inh	ABHD5 PLIN5 PPI	MC4R ag barr	ABCB6 inh MLPCN
Cc1cccc(NC(=O)CNC(=O)c2ccc3c(c2)OCO3)n1	-2	-0.1	11	-5	38*	2	-1	-7	-1.1	95
C/C(N)=C(/C#N)C(=O)COC(=O)c1cc(-c2cccc3ccccc23)nc2ccccc12	0	-0.4	13	/	-3	1	-1	-1	-1.7	99
CCOc1cccc(-c2cc(C(=O)N/N=C/c3ccc(OC)c(CN4CCOCC4)c3)c3ccccc3n2)c1	22	0.4	17	-3	7	-4	1	7	0.4	101
CC(Oc1ccc(Cl)cc1)C(=O)Nc1ccc(S(=O)(=O)N2CCOCC2)cc1 (configuration not stated)	-5	-0.1	3	-5	-14	-1	-2	-4	-0.6	91
COc1ccccc1NC(=O)CCc1nc2sc3c(c2c(=O)[nH]1)CCCC3	-5	0.1	2	5	0	1	1	1	-2.6	106
CCc1ccc(NC(=O)Cn2cnc3c(=O)n(C)c(=O)n(C)c32)cc1	0	-0.1	17	-7	-4	2	-11	-5	0.4	102
CCc1nnc(NC(=O)c2cc(-c3ccccc3)nn2-c2ccccc2)s1	-8	-0.1	4	-5	-5	8	-6	-1	-3.5	96
CCOC(=O)COc1c(OC)cc(Cl)cc1C1Nc2ccccc2C(=O)N1c1cccc(C)c1 (configuration not stated)	-4	0.1	6	/	-4	-3	0	-6	0.5	98
Cc1csc(NC(=O)CSc2nc3ccccc3s2)n1	-2	-0.2	0	/	-11	0	4	1	0.6	96
CCC1(c2ccccc2)NC(=O)N(CC(=O)Nc2cc(S(=O)(=O)N3CCCCC3)ccc2N(C)C)C1=O (configuration not stated)	-2	0.3	-3	/	-3	-4	-10	8	-1.7	97
NC(COCc1ccccc1)c1csc(Nc2ccc(C(=O)c3ccccc3)cc2)n1 (configuration not stated)	52	4.0	6	-6	9	-1	/	1	7.8	92
COc1ccc(C(O)P(=O)(OCCC(C)C)c2ccc(N(C)C)cc2)cc1OC (configuration not stated)	-13	0.3	-7	-4	-2	2	1	-5	0.6	96
O=C(CSc1ccccc1F)NCC1(N2CCCCC2)CCCCC1	5	0.0	6	/	-4	-2	-6	6	-1.5	95
CCOc1ccc(CC(=O)NCc2cn3c(C)csc3n2)cc1	-3	-0.1	-4	-23	-4	3	8	-1	-1.1	95
CCc1ccc(NC(=O)Cn2c(=O)n(CCCC(=O)NCc3ccco3)c(=O)c3ccccc32)cc1	-1	-0.1	4	6	4	0	7	2	0.6	98
CC(C)(C)NC(=O)CSc1nc(-c2ccccc2)c(-c2ccccc2)[nH]1	6	0.0	14	-9	-6	-6	-4	-10	8.8*	93
